Compound activity from PubChem.
NCI-60 one-dose screen, 48 h, at 10 µM unless noted. Numbers give growth in % (100 = growth as untreated, 0 = no growth, -100 = all killed).
SN12C = SN12C renal cancer cells; 81,000 tested, 3.8% active; AID 1794767
786-0 = 786-0 renal cancer cells; 81,000 tested, 5.1% active; AID 1794775
DU-145 = DU-145 prostate cancer. 81,000 tested, 4.2% active. AID 1794760
SF-268 = SF-268 CNS cancer cells; AID 1794759; 82,000 tested, 3.1% active
UO-31 = UO-31 renal cancer; AID 1794768; 81,000 tested, 5.2% active
SF-539 = SF-539 CNS cancer; 81,000 tested, 6.8% active
SF-295 = SF-295 CNS cancer cells. 79,000 tested, 5.6% active. AID 1794758
PC-3 = PC-3 prostate cancer cells; 80,000 tested, 3.9% active
U251 = U251 CNS tumor cells. 80,000 tested, 5.4% active. AID 1794753
Active calls of the source: *; · = not tested or not shown; & = joins results of further samples; [ ] = remark or other dose. The calls were made as follows: active = growth percent below 10; inactive = the rest.

compound,PC-3,DU-145,UO-31,SF-295,SN12C,U251,SF-539,SF-268,786-0
COc1ccc(Nc2nn3c(-c4ccccc4)cc(-c4ccccc4)nc3c2C(=O)Nc2ccc(C)cc2)c(OC)c1,97.1,114.5,86.0,108.7,96.0,92.9,90.2,107.1,89.5
OC(CSc1ccccc1)CN1CCN(c2ccc(Cl)cc2)CC1 (stereo unspecified),94.3,109.8,84.8,94.3,94.4,95.2,96.8,103.5,95.3
CC(C)(C)c1ccc(OC(=O)c2ccccc2O)cc1,92.0,105.8,94.8,97.4,95.4,98.2,101.8,96.2,87.4
COc1cc(-c2nc(N3CCN(C)CC3)c3ccccc3n2)cc(OC)c1OC,52.8,82.4,45.0,28.6,82.6,60.2,39.3,56.8,47.5
CCNC(=O)N1CCc2cc(OC)c(OCCc3ccc(OC)cc3)cc2C1c1ccc([N+](=O)[O-])cc1C (stereo unspecified),23.4,20.7,29.3,10.8,44.0,16.4,9.8*,32.0,18.2
CCOC(=O)c1cc(C(=O)c2ccc(Cl)cc2)n2c1ccc1c3cccnc3ccc12,93.6,87.3,58.0,86.9,85.4,84.5,100.5,87.3,94.3
NS(=O)(=O)c1cc2c(cc1Cl)NC(C1CC3C=CC1C3)NS2(=O)=O (stereo unspecified),106.3,110.1,85.5,114.6,103.0,103.3,112.2,108.2,102.3
O=C(N/N=C1/C=C(NNC(=O)c2ccncc2)CCC1)c1ccncc1,98.2,109.8,85.7,·,101.1,104.6,89.2,104.1,115.8

More records follow.
compound,PC-3,DU-145,UO-31,SF-295,SN12C,U251,SF-539,SF-268,786-0
O=C1/C(=C/c2ccc(Cl)cc2)N=C2SCCCN12,89.3,110.5,86.7,·,95.0,·,92.4,99.3,92.1
CS(=O)(=O)Nc1cccc(-n2c(COc3ccc(OC(F)(F)F)cc3)nc3ccccc32)c1,102.9&70.7,120.7&105.5,87.7&51.1,100.2&92.7,114.7&113.1,101.0&85.0,105.1&81.1,113.3&90.0,103.1&109.6
CCC(C)NC(=O)c1ccccc1 (stereo unspecified),92.6,115.5,85.6,119.6,106.2,113.5,105.0,114.6,102.7
COc1ccc(C2=NN(C(C)=O)C(c3ccc(Oc4ccnc5cc(Cl)ccc45)c(OC)c3)C2)cc1 (stereo unspecified),56.0,59.8,70.0,49.5,68.7,45.7,2.7*,76.0,23.9
Cc1nc(-c2ccc(Cl)cc2)ccc1-c1nnc(SCC(=O)c2ccccc2)o1,95.6,106.3,85.3,91.5,100.6,101.8,93.3,109.5,107.1
O=C1N[C@@H]2NC(=[N+]3CCOCC3)N[C@@H]2N1,105.6,113.7,87.3,99.9,97.8,97.2,98.2,100.2,98.8
CCCNc1ncc2c(=O)[nH][nH]c(=O)c2n1,·,116.0,96.5,100.3,99.7,122.2,101.1,112.8,118.1
O=C(CI)NCCNc1cccc2c(S(=O)(=O)O)cccc12,102.2,96.3,93.4,98.5,94.7,104.7,104.5,93.3,101.4

Continuation:
compound,PC-3,DU-145,UO-31,SF-295,SN12C,U251,SF-539,SF-268,786-0
COCn1c(C(=O)OC)cc2oc(/C=C3/SC(=S)N(N)C3=O)cc21,57.2,94.1,95.7,82.3,121.1,75.8,90.3,73.1,96.5
O=c1c2c3c(sc2nc(N/N=C/c2cn(-c4ccccc4)nc2-c2ccc(Cl)cc2)n1Cc1ccccc1)CCCC3,·,115.7,95.9,62.2,126.9,111.1,95.9,91.8,95.2
C=C(C)[C@@H]1CC[C@]2(CO)CC[C@]3(C)[C@H](CC[C@@H]4[C@@]5(C)CCCN(C(=O)OC(C)(C)C)C(C)(C)[C@@H]5CC[C@]43C)[C@@H]12,80.0,98.9,82.7,102.5,93.1,94.2,95.3,96.8,97.9
COc1cc(/C=C2\CCCC3=C2N=C2SC(C)=CN2C3c2cc(OC)c(OC)c(OC)c2)cc(OC)c1OC (stereo unspecified),44.5,-26.9*,-37.2*,2.5*,-23.6*,·,7.5*,14.7,-18.1*
CSc1nc(-c2ccco2)c2c(N)nn(S(=O)(=O)c3ccccc3)c2n1,88.6,101.0,58.2,90.4,103.6,87.7,96.9,97.2,95.4
CC1CC(C)C(C)C(C)(CN(C)C)C1 (stereo unspecified),86.5,104.1,91.4,101.2,·,96.6,102.8,105.4,92.9
CCOC(=O)/C(C#N)=C\c1cccc2ccccc12,94.9,101.7,88.6,103.0,93.8,87.2,·,93.6,100.2
Cc1ccc(/C=N/n2c(CN3CCCCC3)nc3ccccc3c2=O)cc1,102.6,109.1,83.4,97.1,105.0,110.2,108.1,94.1,106.5

Additional entries
compound,PC-3,DU-145,UO-31,SF-295,SN12C,U251,SF-539,SF-268,786-0
O=c1cc(CCc2ccccc2)[nH]c(=O)[nH]1,98.5,125.2,91.2,100.5,96.7,·,89.1,120.8,119.3
N#C/C(=C\c1ccc(-c2cc(C(F)(F)F)ccc2Cl)o1)c1nc(-c2ccco2)cs1,99.5,108.3,87.9,101.2,99.0,·,99.3,99.7,103.9
COC(=O)c1c(-c2ccccc2)c(-c2ccccc2)[nH]c(=O)c1C#N,102.2,101.5,·,98.6,99.4,98.6,99.4,108.7,93.0
COc1ccc(NC(=O)CSc2nnc(-c3ccc(-c4nc5ccc(C)cc5[nH]4)cc3)o2)cc1OC,101.1,107.4,93.4,102.7,97.0,106.1,103.5,105.8,98.9
COC(=O)c1cc(-c2cccc3ccccc23)[nH]c(=O)c1C#N,95.3,103.6,·,93.7,92.3,98.7,97.3,98.2,104.9
COc1ccc(N2C(N)=NC(N)=NC2(C)C)cc1,36.4,82.5,96.6,82.6,101.4,42.4,77.8,46.3,49.8
O=C1c2ccccc2-c2c1c1c3ccccc3[nH]c1c1c2[nH]c2ccccc21,60.4,74.5,72.5,59.9,87.0,70.1,93.6,98.5,88.8
N#CSCc1ccc(CSC#N)c(Br)c1,66.7,21.4,38.2,97.9,56.5,79.4,38.6,44.4,36.2

(cont.)
compound,PC-3,DU-145,UO-31,SF-295,SN12C,U251,SF-539,SF-268,786-0
CC1=NN(c2ccc(Cl)cc2)CC1(C)N=O (stereo unspecified),91.9,83.9,32.8,101.2,88.4,91.5,91.0,94.9,73.1
C#Cc1ccc(-n2c(/C=C/c3ccc(Cl)c(F)c3)nc3ncccc3c2=O)cc1,2.2*,3.5*,-82.5*,-60.1*,-4.9*,-53.9*,1.0*,-61.9*,7.9*
OC1(c2ccccc2)OC(c2ccccc2)CN(Cc2ccccc2)C1c1ccccc1 (stereo unspecified),79.0,98.5,85.2,86.9,99.2,91.0,99.2,92.7,90.2
O=C1C=CC(=O)N1c1ccc(Cl)cc1Cl,97.8,102.2,90.4,102.4,97.0,92.4,98.8,103.1,107.7
CCCCCCCC(=O)C(C)C,105.7,104.3,99.9,·,98.1,·,108.3,103.1,105.1
C#CCCCNCCNc1ccnc2cc(Cl)ccc12,73.1,74.5,60.8,48.2,74.2,84.3,-13.9*,87.7,58.8
CCOC(=O)c1cc(C#N)n2ncc3ccccc3c12,92.8,108.6,84.1,102.7,95.3,93.2,89.0,100.8,95.7
C[C@]12CC[C@H]3[C@@H](CCC4=CC(=O)CC[C@@]43C)[C@@H]1CC[C@@H]2C(=O)CF,68.7,102.9,97.9,101.2,94.2,92.8,87.8,92.5,89.2

More structures
compound,PC-3,DU-145,UO-31,SF-295,SN12C,U251,SF-539,SF-268,786-0
COc1ccccc1-n1cnc(N)c1C(=O)c1cc(OC)c(OC)c(OC)c1,50.2,73.9,55.2,24.9,62.3,36.8,35.6,38.5,37.9
Cc1cc(C(C)C)c(C)cc1C(C)C,98.3,126.1,81.8,107.8,104.2,103.1,105.8,109.1,101.1
Nc1ccc(S(=O)(=O)Nc2ccc(S(=O)(=O)O)cc2)cc1,100.7,109.0,88.7,105.9,112.3,96.6,102.1,107.9,102.5
CC(C)(C)c1ccc(S(=O)(=O)Oc2ccc(NC(=O)C3CCCC3)cc2)cc1,81.8,104.8,71.8,87.3,89.6,86.3,93.9,100.3,94.5
CC1=C(C(=O)/C=C/c2ccc(N(C)C)cc2)C(c2ccccc2)NC(=S)N1 (stereo unspecified),98.3,107.5,75.4,110.1,96.9,101.3,97.1,97.8,101.0
N#Cc1ccc(OCc2nc(N)nc(N)c2-c2ccc(Cl)c(Cl)c2)cc1,18.9,34.3,40.4,3.7*,·,20.5,22.7,33.6,25.8
CC1=C(C#N)C(=O)NC(C)C1 (stereo unspecified),94.9,111.3,94.9,99.9,99.9,104.9,97.9,104.2,97.6
O=Cc1ccc2c3c(cccc13)CC2,95.9,106.0,90.7,94.8,104.6,99.9,102.6,106.1,102.4

More records.
compound,PC-3,DU-145,UO-31,SF-295,SN12C,U251,SF-539,SF-268,786-0
CC(=O)c1cc2c(cc1C)C(C)(C)C(C)(C)C2(C)C,96.7,103.9,89.5,96.1,105.4,95.1,99.3,97.4,106.2
O=C(c1ccc(Br)cc1)[C@@H]1[C@@H]2CCCN2[C@@]2(C(=O)Nc3ccccc32)[C@H]1c1ccc(O)cc1,76.5,103.5,71.1,87.5,95.3,97.2,93.0,85.4,100.5
N#Cc1ccc(-c2ccc(OCCCN3CCCCC3)cc2)cc1,85.3,92.9,73.1,101.6,91.0,83.2,101.4,91.9,87.5
COc1cc(NS(=O)(=O)c2ccc(-c3cnc(C4CC4)o3)cc2)ccc1F,33.9,23.0,37.1,15.6,41.1,22.1,1.5*,55.7,31.4
COc1ccc(-c2nnc(COc3ccc(C(=O)/C=C/c4cccs4)cc3)o2)cc1,101.1,95.1,86.2,·,90.2,·,93.6,96.6,98.1
Nc1nc2cc(O)ccc2n2cc3c(F)cccc3c12,42.2,33.4,2.8*,11.9,47.0,32.8,13.7,19.1,27.6
CCOC(=O)c1c2ncccc2n2c(=O)n(-c3ccccc3OC)nnc12,92.4,115.1,72.2,104.6,102.8,110.4,86.3,97.1,102.2
CCCC(CC)Sc1nc2c([nH]1)c(=S)n(C)c(=O)n2C (stereo unspecified),88.2,92.1,81.6,64.6,95.1,76.8,105.5,85.8,102.1

Continued:
compound,PC-3,DU-145,UO-31,SF-295,SN12C,U251,SF-539,SF-268,786-0
CCCCCc1ccc(S(=O)(=O)N(C(C)=O)c2cc(-c3csc(N(C)C(C)=O)n3)ccc2N2CCN(C)CC2)cc1,26.5,46.4,41.8,-88.2*,21.2,-36.2*,-95.7*,65.9,-16.2*
Cc1cc(C)c2c(Cn3cc(COc4ccc5c(c4)NC(=O)CC5)nn3)cc(=O)oc2c1,89.6,78.4,67.5,127.2,79.7,84.0,93.9,72.1,95.8
Nc1ccc(Cl)cn1,90.0,106.4,86.7,97.3,107.3,94.3,96.4,100.5,105.9
CCCc1cc(=O)n2c(C(=O)Nc3ccc(Cl)cc3C)c(C(=O)Nc3ccc(F)cc3)sc2n1,·,91.8[30 µM],21.8[30 µM],39.8[30 µM],75.9[30 µM],59.4[30 µM],38.9[30 µM],103.4[30 µM],61.4[30 µM]
Clc1ccc(SCCSc2ccc(Cl)cc2)cc1,100.6,108.9,93.4,95.4,112.6,105.4,103.7,106.0,95.6
O=C(Cn1c(=O)[nH]c2ccccc2c1=O)N1CCOCC1,84.6,104.7,77.5,93.7,95.7,101.4,97.8,105.3,100.1
O=C(Nc1ccc(S(=O)(=O)O)cc1)c1ccccc1,90.2,96.6,86.4,114.7,94.4,100.3,93.9,85.8,108.2
O=C(CCN1CCN(CCC(=O)c2ccc(Cl)cc2)CC1)c1ccc(Cl)cc1,83.4,108.0,86.5,98.8,110.8,103.8,98.2,97.8,97.3

3 entries already listed, ordered by count of non-hydrogen atoms, smallest number first:
compound,PC-3,DU-145,UO-31,SF-295,SN12C,U251,SF-539,SF-268,786-0
O=C(Nc1ccc(S(=O)(=O)O)cc1)c1ccccc1,90.2,96.6,86.4,114.7,94.4,100.3,93.9,85.8,108.2
O=C(Cn1c(=O)[nH]c2ccccc2c1=O)N1CCOCC1,84.6,104.7,77.5,93.7,95.7,101.4,97.8,105.3,100.1
CCCCCc1ccc(S(=O)(=O)N(C(C)=O)c2cc(-c3csc(N(C)C(C)=O)n3)ccc2N2CCN(C)CC2)cc1,26.5,46.4,41.8,-88.2*,21.2,-36.2*,-95.7*,65.9,-16.2*

4 compounds from above, limited to UO-31 and DU-145.
Molecule	UO-31	DU-145
O=C(Nc1ccc(S(=O)(=O)O)cc1)c1ccccc1	86.4	96.6
CCCc1cc(=O)n2c(C(=O)Nc3ccc(Cl)cc3C)c(C(=O)Nc3ccc(F)cc3)sc2n1	21.8[30 µM]	91.8[30 µM]
Clc1ccc(SCCSc2ccc(Cl)cc2)cc1	93.4	108.9
O=C(Cn1c(=O)[nH]c2ccccc2c1=O)N1CCOCC1	77.5	104.7

(further entries)
compound,PC-3,DU-145,UO-31,SF-295,SN12C,U251,SF-539,SF-268,786-0
CCCCCCCCCCCCN1C(C)=CS/C1=C\C=C\c1scc(C)[n+]1CCCCCCCCCCCC,3.9*,43.0,62.6,-21.5*,18.2,·,44.4,40.3,37.3
O=C(Nc1ccccc1)Nc1ccc(Cl)c(Cl)c1,28.2,81.6,62.1,31.1,68.8,47.2,89.6,89.6,78.6
O=C(/C=C/c1ccc2ccccc2c1)Nc1ncc(Cc2ccccc2Cl)s1,96.4,100.7,77.7,102.4,94.1,97.1,93.2,96.9,104.0
CCCCCCc1cn(C(C)c2ccc(OC3CCCCC3)c(OC)c2)nn1 (stereo unspecified),84.3,89.6,68.1,68.1,83.4,82.7,96.2,81.4,80.8
C=CCC(Cc1ccccc1)C(N)=O (stereo unspecified),99.3,118.8,88.2,101.9,100.9,104.8,98.2,105.5,99.0
CN1CCN(CCNc2nccc(-c3c(-c4cccc(O)c4)nc4sccn34)n2)S1(=O)=O,68.5,56.5,56.2,95.9,70.3,94.2,79.9,85.6,93.2
Nc1nc(Cl)c2ncn(Cc3ccccc3Cn3cnc4c(Cl)nc(N)nc43)c2n1,79.8,95.2,55.2,73.5,94.9,99.1,81.9,92.6,103.9
COc1ccc(C2(O)CCCCC2)cc1,89.7,111.9,97.0,105.3,100.8,100.0,109.1,104.7,98.5
Cc1ccc(S(=O)(=O)n2oc(=O)c(C3CCCCC3)c2N)cc1,100.4,109.4,100.9,89.3,103.3,102.2,111.6,106.2,115.2
